High-throughput results as filed in PubChem.
AT treatment = candidate therapy for ataxia-telangiectasia | […] A-T fibroblasts, KAP-1 phosphorylation AlphaLISA; neocarzinostatin DNA damage 30 min before lysis | Potency, µM (doses to about 57.5 µM), without a hit: top-dose activation, hits mostly activators | 0.19% of 320,000 active | AID 485349; note: potency is the fitted concentration of half-maximal effect; % of control where 0% means no effect; nearly all actives have a fitted effect of over 45% in size
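hTERT-immortalized A-T patient fibroblasts ([…]), 500 cells/well in OPTI-MEM, 1% FBS, got compounds for 60 min, then NCS for 30 min at 37C. Lysates were then assayed for phospho-KAP-1 by AlphaLISA (anti-pKAP1 donor, anti-KAP1 acceptor beads), 6 hr at 25C.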
Mito fusion yeast = blocks mitochondrial division or promotes mitochondrial fusion; S. cerevisiae fusion-defective mutant growth rescue, CellTiterGlo 48 h; Potency, µM (doses to about 46.1 µM), inactives show at the top dose growth rescue (activation), hits mostly activators; 0.23% of 320,000 active; AID 485298;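 note: potency is the fitted concentration of half-maximal effect; % of control where 0% means no effect; nearly all actives have a fitted effect of over 45% in size; temperature-sensitive fusion mutants such as fzo1-1 at 37 °C on non-fermentable ethanol glycerol medium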
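Read-out: ATP-based luminescence (CellTiterGlo, 10 min ambient) reporting growth of fusion-defective ts yeast after 48 hours at 37C on glycerol/ethanol YPEG medium in the presence of compound.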
TSHR antag = human thyrotropin receptor antagonism | TSHR-expressing cells, TSH-stimulated cAMP HTRF, 2 h; hits give low values | 0.2% of 330,000 active | activity change, negative = inhibition, % at 11.5 µM;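 active = activity change below a set negative limit, meaning inhibition stronger than a set level, cut at about -70% in these data; inconclusive = activity change between two set negative limits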; note: % is set by controls: 0 for no effect and ±100 for the full control effect
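Cell-based HTRF cAMP assay; TSHR cells + compound, TSH EC80 (4nM final), 2 h, 37 deg C. Lysis with anti-cAMP cryptate and cAMP-d2, 30 min RT, read 665/620 nm.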
S-ASM inh = human S-ASM enzyme inhibition | P17405 | placental ASM, HMU-PC fluorogenic substrate, 60 min | Potency, µM (highest dose often 57.5 µM), inactives show at the highest dose activity change, negative = inhibition, usual class: inhibitors | 0.006% of 340,000 active | AID 504937; note: potency is the fitted concentration of half-maximal effect
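Human placenta-derived ASM enzyme was preincubated with compound for 10 minutes at room temperature, then given fluorogenic substrate HMU-PC0 (9 uM final) for 60 minutes at 37 °C; a pH 10 stop preceded fluorescence reading at Ex 386/Em 447 nm.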
a7 integrin act = activates integrin-mediated alleviation for muscular dystrophy | alpha7betagal myoblasts, beta-gal FDG fluorescence, 48 h | Potency, µM (doses to about 38.3 µM), without a hit: top-dose activation, hits mostly activators | 0.064% of 350,000 active | AID 624291;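 note: potency is the fitted concentration of half-maximal effect; 100% = response of the positive control SU9516; nearly all actives have a fitted effect of over 60% in size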
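alpha7betagal+/- myoblasts (passage 13, 250/well) treated 48 h at 37C with compounds at 1:260 dilution of DMSO stock. Lysed, then beta-galactosidase activity read as FDG fluorescence (ex 480/em 540) after 30 min, with pre-read for autofluorescence.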
TSG101-PTAP inh = blocks PTAP/TSG101 interaction to inhibit HIV-1 budding; Potency, µM (top dose mostly 115 µM), for the others: top-dose activity change, negative = inhibition, hits mostly inhibitors; 340,000 tested, under 10 active; Fluorescence polarization, FITC-PTAP peptide / Tsg101 binding; AID 493005; active = well fitted inhibition curve with a large enough effect in the main read-out, with a control signal flat, not every such curve was filed as active; inconclusive = small, poorly fitted or top-dose-only effect, or effect the other way, or a change in a side signal; inactive = no such curve, though single readings can be large or run the other way; note: potency is the fitted concentration of half-maximal effect; % of control where 0% means no effect
Target sequence (Q99816 whole entry, looked up): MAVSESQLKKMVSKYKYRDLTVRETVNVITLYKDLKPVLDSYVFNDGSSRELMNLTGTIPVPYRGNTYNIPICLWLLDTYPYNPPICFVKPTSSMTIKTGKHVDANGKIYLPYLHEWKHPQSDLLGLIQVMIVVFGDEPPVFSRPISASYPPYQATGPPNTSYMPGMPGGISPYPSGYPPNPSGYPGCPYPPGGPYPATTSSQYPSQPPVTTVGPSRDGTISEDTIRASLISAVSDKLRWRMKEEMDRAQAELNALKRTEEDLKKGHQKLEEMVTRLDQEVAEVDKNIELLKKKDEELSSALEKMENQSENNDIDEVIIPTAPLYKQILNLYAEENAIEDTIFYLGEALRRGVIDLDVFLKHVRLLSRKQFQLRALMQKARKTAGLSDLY
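Fluorescence anisotropy tracks displacement of a FITC-tagged PTAP peptide (50 nM) from the Tsg101 binding domain (10 uM), following a 20 min room-temperature incubation at pH 7.5.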
Eya2 phos inh = inhibitors of human Eya2 phosphatase activity. 0.006% of 330,000 active. AID 488837. O00167. Potency, µM (titrated, usually from 76.9 µM), without a hit: at the highest dose activity, negative = inhibition, usual class: inhibitors. recombinant Eya2, OMFP fluorescence dephosphorylation (OMFP is methylfluorescein phosphate); note: potency is the fitted concentration of half-maximal effect; % is set by controls: 0 for no effect and ±100 for the full control effect
Target sequence (O00167 whole entry, looked up): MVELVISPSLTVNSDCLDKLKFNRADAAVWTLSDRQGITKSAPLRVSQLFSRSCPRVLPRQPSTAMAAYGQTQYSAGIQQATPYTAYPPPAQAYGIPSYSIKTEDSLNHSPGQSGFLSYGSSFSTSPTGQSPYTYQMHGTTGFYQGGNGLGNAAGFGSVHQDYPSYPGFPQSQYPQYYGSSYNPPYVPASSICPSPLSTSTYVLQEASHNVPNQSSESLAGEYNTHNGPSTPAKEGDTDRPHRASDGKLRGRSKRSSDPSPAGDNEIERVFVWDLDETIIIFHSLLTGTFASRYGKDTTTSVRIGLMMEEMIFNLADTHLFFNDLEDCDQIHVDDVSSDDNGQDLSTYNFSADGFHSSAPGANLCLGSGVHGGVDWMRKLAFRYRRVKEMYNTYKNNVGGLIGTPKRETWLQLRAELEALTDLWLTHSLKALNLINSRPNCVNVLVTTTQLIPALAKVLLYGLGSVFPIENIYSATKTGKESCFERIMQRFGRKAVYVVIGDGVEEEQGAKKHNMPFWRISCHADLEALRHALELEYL
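Eya2 protein (added as 0.2 uM solution) was preincubated with compound for 10 min at ambient temperature in 50 mM HEPES pH 7.5, 50 mM NaCl, 5 uM MgCl2, 0.05% BSA, 1 mM DTT. OMFP (added at 50 uM) then reacted 10 min; fluorescence read at 485/525 nm.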
ELG1 DNA repair = blocks ELG1-dependent DNA repair in HEK293T cells; HEK293T ELG1-luciferase reporter, luminescence, 16 h; DNA damage induced by 5-fluorouridine; Potency, µM (series often up to 46.1 µM), for the others: at the top dose activity change, negative = inhibition, most hits filed as inhibitors; 2.3% of 330,000 active; AID 504467; note: potency is the fitted concentration of half-maximal effect; % is set by controls: 0 for no effect and ±100 for the full control effect; nearly all actives have a fitted effect of over 55% in size
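5-Fluorouridine DNA damage + compound/DMSO, 2,000 cells/well, 16 h, 37 °C/5% CO2. ONE-Glo, 30 min RT, luminescence. Readout = decrease in reporter signal.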
Chronic BCR inh = inhibitors of chronic active B-cell receptor signaling; ABC-DLBCL IkBa-CBG/CBR reporter, luminescence ratio, 4 h; Potency, µM (series often up to 46.1 µM), for the others: at the top dose ratio change, negative = lower green/red ratio, usual class: inhibitors; 0.05% of 340,000 active; AID 493014; active = well fitted inhibition curve with a large enough effect in the signal ratio, with a control signal flat, not every such curve was filed as active; inconclusive = small, poorly fitted or top-dose-only effect, or effect the other way, or a change in a side signal; the % refers to the signal ratio;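 note: potency is the fitted concentration of half-maximal effect; plate controls were basal doxycycline-induced cells for no effect and cells given 10 µM MG132 for full effect; MG132 reads +100%, hits lower the ratio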
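Doxycycline induced both beetle luciferases in TMD8 lymphoma cells; IKK-driven degradation limits the IkappaBalpha-fused green signal, while red luminescence normalises for cell number and nonspecific effects. Compounds tested up to 46 uM, 4 hrs.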
TCR act = activates T cell receptor signaling | primary human leukocytes, anti-CD3, IL-2 HTRF, 48 h | Potency, µM (series often up to 9.22 µM), for the others: at the highest dose activation of IL-2 secretion, actives largely listed as activators | 330,000 tested, under 10 active; note: % of control where 0% means no effect
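Primary human leukocytes receive a-CD3 beads and test compound and are incubated 48 hr. Secreted IL-2 is then assayed by HTRF, measuring 665nm acceptor emission after 320nm excitation of the europium donor.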
Tb PFK block = inhibitors of T. brucei phosphofructokinase. T. brucei PFK, ADP-Glo luminescence. O15648. AID 485367. Potency, µM (titrated, usually from 57.5 µM), for inactives: top-dose activity, negative = inhibition, most hits filed as inhibitors. 0.17% of 330,000 active;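 note: potency is the fitted concentration of half-maximal effect; 0% = uninhibited 1x PFK enzyme wells and -100% = no-enzyme wells; nearly all actives have a fitted effect of over 60% in size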
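Compounds were pin-transferred as a titration series up to 57 uM into substrate buffer (0.5 mM F6P, 0.1 mM ATP, pH 8.0), then 1.25 nM PFK was added and reactions ran 45 min before ADP-Glo detection.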
An asterisk follows results filed as active; u = inconclusive; x = not tested or not shown; [ ] = another dose, or the depositor's remark. Unless noted, calls come from the whole dose curve; as a rule, active = well fitted curve in the direction sought with a large enough effect; inconclusive = small, poorly fitted or top-dose-only effect, or another doubt; inactive = no such curve, though single readings can be large; an effect the other way counts as inactive or inconclusive.

SMILES	AT treatment	Mito fusion yeast	TSHR antag	S-ASM inh	a7 integrin act	TSG101-PTAP inh	Eya2 phos inh	ELG1 DNA repair	Chronic BCR inh	TCR act	Tb PFK block
C/C=C/C=N/Nc1nc(C)cc(=O)[nH]1	11%	19%	7	3%	-11%	-1%	3%	12%	u	-1%	1%
COC(=O)C1(CCSC)NC(c2ccc(OC)cc2OC)C2C(=O)N(c3cccc(C(C)=O)c3)C(=O)C21 (stereo not drawn)	4%	4%	-4	0%	-9%	0%	-6%	u	u	0%	3%
CCOC(=O)c1ccc(S(=O)(=O)NNC(=O)COc2ccccc2C)cc1	0%	10%	14	1%	3%	-3%	0%	30%	-3%	5%[46.1 µM]	-1%
O=C(O)/C=C\c1ccccc1Oc1ccc(F)cc1	-2%	u	-4	5%	2%	0%	u	2%	-6%	-1%	2%
CCn1nc(C)cc1-c1nnc(SCC(=O)Nc2ccccc2)n1CCCOC	47%	-8%	30	2%	-17%	-3%	25%	-15%	-14%	2%	0%
Cc1c(CCC(=O)NCCC(=O)O)c(=O)oc2c(C)c3oc4c(c3cc12)CCCC4	1%	3%	-12	78%[activator]	2%	-7%	-2%	2%	u	-2%	2%
Cc1ccc(CNC(=O)c2cc(=O)c3ccc(C)cc3o2)cc1	23%	6%	1	0%	-8%	-3%	-7%	-14%	3%	-8%	-1%
CCN(C[C@H]1N[C@@](C)(C(=O)OC)[C@H]2C(=O)N(Cc3ccccc3)C(=O)[C@@H]12)C(=O)Nc1ccc(Cl)cc1	6%	x	26	u	6%	3%	10%	0%	3%	-1%	0%
COc1cccc(N(C(=O)c2snc(C(N)=O)c2N)C(C(=O)NCc2ccccc2)c2ccc(O)cc2)c1 (stereo not drawn)	-2%	-5%	-5	380%[activator]	u	-10%	-5%	u	0%	8%	0%
O=C(O)c1cc(NS(=O)(=O)c2ccc(N3CCOCC3)c([N+](=O)[O-])c2)cc(C(=O)O)c1	-2%	-5%	8	6%	5%	2%	11%	-1%	1%	6%[46.1 µM]	1%
CCOC(=O)C1C(=O)C=C(c2cccs2)CC1c1ccccc1 (stereo not drawn)	4%	27%	-21	-2%	2%	-4%	-2%	u	4%	10%[46.1 µM]	-9%
CCC1CCCCN1CCCNC(=O)CCCOc1cc(=O)n(C)c2ccccc12 (stereo not drawn)	-2%	-1%	-4	3%	1%	-3%	-14%	u	u	1%	0%
Cc1cccc(NC(=O)c2cc3c(=O)n4ccccc4nc3n(CC(C)C)c2=N)c1	-1%	-2%	8	7%	14%	-3%	-2%	15%	4%	1%	-4%
COCCCN1C(=O)/C(=C\c2cccs2)C(C(=O)OC)=C1C	-3%	20%	-5	-7%	17%	-6%	-12%	10%	-5%	7%	-8%
Nc1c(-c2cccs2)cnn1-c1nc(-c2ccc(F)cc2)cs1	2%	2%	11	-5%	2%	-2%	0%	u	3%	-4%	6%[0.46 µM]
CN(Cc1ccccc1)C(=O)c1ccccc1C(=O)O	-10%	-5%	5	1%	1%	0%	0%	-17%	3%	2%	3%
COc1ccc(Cn2c(=O)[nH]c3cc(C(=O)NCCc4ccc(S(N)(=O)=O)cc4)ccc3c2=O)cc1	-5%	-2%	9	30%[activator]	-12%	-2%	7%	7%	1%	-12%	0%
CCc1ccc(C(=O)NNC(=O)c2n[nH]c(=O)c3ccccc23)cc1	-5%	0%	-2	-2%	6%	-5%	-16%	12%	3%	-1%	7%
C=CCn1c(SCC(N)=O)nc2nc3c(cc2c1=O)COC(C)(C)C3	23%	-1%	-1	49%[activator]	-10%	-5%	0%	-27%	14%	2%	0%
Cc1cc(C)c(NC(=O)CSc2ccc(-c3cccnc3)nn2)c(C)c1	1%	-9%	17	7%	-25%	1%	-3%	-16%	2%	-6%	0%
N/C(=N\OC(=O)c1cccnc1)c1ccc(Cl)cc1Cl	-1%	0%	-3	2%	18%	0%	-14%	u	5%	2%	5%
CCn1cc(C(=O)N2CCc3ccccc32)c(=O)c2cc(S(=O)(=O)N3CCCC3)ccc21	6%	1%	-10	3%	-20%	-5%	-3%	1%	-3%	-1%	0%
COc1cccc2cc(C(=O)NCc3ccccn3)c(=O)oc12	1%	0%	17	1%	-3%	-2%	-20%	u	u	4%[46.1 µM]	0%
CCc1cccc(NS(=O)(=O)c2c(C)n[nH]c2C)c1	5%	0%	-1	0%	1%	-3%	11%	-18%	-2%	1%[46.1 µM]	1%
CC(C)Cn1c(SCC(=O)N2CC(=O)Nc3ccccc32)nc2ccccc21	-9%	1%	4	-1%	-5%	0%	13%	-3%	0%	1%[46.1 µM]	4%

The final 4 entries of the section above lead into the next:
SMILES	AT treatment	Mito fusion yeast	TSHR antag	S-ASM inh	a7 integrin act	TSG101-PTAP inh	Eya2 phos inh	ELG1 DNA repair	Chronic BCR inh	TCR act	Tb PFK block
CCn1cc(C(=O)N2CCc3ccccc32)c(=O)c2cc(S(=O)(=O)N3CCCC3)ccc21	6%	1%	-10	3%	-20%	-5%	-3%	1%	-3%	-1%	0%
COc1cccc2cc(C(=O)NCc3ccccn3)c(=O)oc12	1%	0%	17	1%	-3%	-2%	-20%	u	u	4%[46.1 µM]	0%
CCc1cccc(NS(=O)(=O)c2c(C)n[nH]c2C)c1	5%	0%	-1	0%	1%	-3%	11%	-18%	-2%	1%[46.1 µM]	1%
CC(C)Cn1c(SCC(=O)N2CC(=O)Nc3ccccc32)nc2ccccc21	-9%	1%	4	-1%	-5%	0%	13%	-3%	0%	1%[46.1 µM]	4%
Cc1nnc(SCc2cc([N+](=O)[O-])cc3c2OCOC3)n(N)c1=O	2%	-2%	-3	0%	0%	-2%	-18%	9%	-8%	2%	-1%
Brc1ccc(CN2C3=NCCCN3c3ccccc32)cc1	4%	-2%	4	0%	-56%	-7%	8%	-19%	u	2%[46.1 µM]	u
O=S(=O)(NCc1cc(-c2ccccc2)no1)c1ccccc1Cl	-11%	1%	17	0%	6%	1%	-5%	-9%	0%	x	0%
CCCC1CCc2[nH]nc(C(=O)NN)c2C1 (stereo not drawn)	5%	3%	-3	-2%	1%	-2%	-24%	u	2%	5%	9%
CCCCNCc1nc2ccccc2c(=O)[nH]1	2%	0%	-2	-1%	34%	-18%	1%	14%	-2%	-2%	0%
O=C(/C=C/c1ccc(Cl)c(C(F)(F)F)c1)N1CCN(c2ccccn2)CC1	-3%	10%	-15	-6%	-25%	-4%	-1%	0%	2%	-1%	2%
COc1cccc(N2CCN(C(=S)NCc3ccco3)CC2)c1	-3%	-4%	52	5%	9%	-11%	-7%	-1%	1%	-1%	-1%

Some of these compounds in order of the Tb PFK block value, ascending.
compound	Tb PFK block
COc1cccc(N2CCN(C(=S)NCc3ccco3)CC2)c1	-1%
O=S(=O)(NCc1cc(-c2ccccc2)no1)c1ccccc1Cl	0%
O=C(/C=C/c1ccc(Cl)c(C(F)(F)F)c1)N1CCN(c2ccccn2)CC1	2%
